# GPR151 ag: activates the human receptor GPR151. AID 1508602. activation, % at 11.2 µM. PathHunter beta-arrestin GPR151 cells, luminescence. Q8TDV0. 1% of 650,000 active; in the data active means activation above about 4.9%;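 further: 0% = median of compound wells and 100% = cells with positive control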
# Target sequence (Q8TDV0 whole entry, looked up): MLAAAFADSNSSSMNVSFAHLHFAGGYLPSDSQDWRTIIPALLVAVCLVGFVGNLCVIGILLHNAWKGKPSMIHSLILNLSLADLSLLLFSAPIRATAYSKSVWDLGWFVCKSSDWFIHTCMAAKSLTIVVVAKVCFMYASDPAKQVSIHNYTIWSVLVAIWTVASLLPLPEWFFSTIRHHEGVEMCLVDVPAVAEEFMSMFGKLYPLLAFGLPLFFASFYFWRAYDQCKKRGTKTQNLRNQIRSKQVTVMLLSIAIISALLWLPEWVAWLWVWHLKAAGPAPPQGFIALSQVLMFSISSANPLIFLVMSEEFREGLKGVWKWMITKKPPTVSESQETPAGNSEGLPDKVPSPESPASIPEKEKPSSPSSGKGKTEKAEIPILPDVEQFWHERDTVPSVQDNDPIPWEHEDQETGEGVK
# MITF inh: human MITF inhibition, primary screen. O75030. AlphaScreen MITF homodimerization, bead proximity signal. inhibition, % at 2.6 µM. 0.91% of 650,000 active. AID 1259374; in the data active means inhibition above about 50%;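 further: 0% = vehicle wells with protein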
# Target sequence (O75030 whole entry, looked up): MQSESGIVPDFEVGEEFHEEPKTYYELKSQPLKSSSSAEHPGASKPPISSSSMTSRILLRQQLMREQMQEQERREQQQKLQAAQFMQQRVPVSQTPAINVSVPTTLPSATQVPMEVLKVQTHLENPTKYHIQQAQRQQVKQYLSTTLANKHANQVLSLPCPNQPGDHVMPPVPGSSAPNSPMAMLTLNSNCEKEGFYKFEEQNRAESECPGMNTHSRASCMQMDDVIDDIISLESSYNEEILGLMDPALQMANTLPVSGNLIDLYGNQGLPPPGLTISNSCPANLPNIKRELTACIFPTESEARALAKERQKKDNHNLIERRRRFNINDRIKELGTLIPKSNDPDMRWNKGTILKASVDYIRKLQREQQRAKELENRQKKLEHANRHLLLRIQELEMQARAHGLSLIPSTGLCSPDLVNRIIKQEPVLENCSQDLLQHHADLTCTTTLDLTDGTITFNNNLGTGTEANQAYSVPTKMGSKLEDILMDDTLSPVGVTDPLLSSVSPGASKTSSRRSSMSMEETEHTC
# TEAD-YAP block: TEAD-YAP interaction inhibition. HEK-TIYL cells, TEAD-Gal4/YAP UAS-luciferase luminescence. inhibition, % at 9.12 µM. 1.4% of 640,000 active. AID 1259422; in the data active means inhibition above about 32%;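 further: 0% = median of test compound wells and 100% = reference inhibitor wells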
# FBW7 act: activators of human E3 ligase FBW7; Q969H0; AlphaScreen FBW7–phospho-cyclin E peptide binding, activator screen; normalized activity (activation), % at 26.1 µM; 0.13% of 650,000 active; AID 1259310; in the data active means normalized activity above about 1.9%;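 further: purified mutant Fbw7 with reduced substrate affinity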
# * hit, by the source's call; & = joins results of further samples.
SMILES	FBW7 act	GPR151 ag	TEAD-YAP block	MITF inh
O=C(Nc1nc2ccc(Cl)cc2s1)c1ccc([N+](=O)[O-])s1	-0.1	1.5	-10	-5
COc1ccc(-c2cnnc(N3CCN(c4ccccc4)C(=O)C3)n2)cc1	-0.1	-0.9	17	10
CC1CCN(c2ncnc3c2sc2nc(N4CCOCC4)c4c(c23)CCCC4)CC1	0.0	-0.3	-5	-3
O=C(c1cc(S(=O)(=O)N2CCOCC2)ccc1F)N1CCOCC1	0.0	0.3	-8	-17
Cc1c(C=O)c2ccccc2n1CC(=O)N(C)c1ccccc1	-0.2	0.3	14	-12
COCCCNCCOCCOc1ccc(C)cc1[N+](=O)[O-]	-0.1	-0.2	6	30
CC(Nc1nc(N2CCN(CCO)CC2)nc2ccccc12)c1ccccc1 (configuration not stated)	0.1	-0.2	3	5
COc1ccccc1C(=O)Nc1ccc(N2S(=O)(=O)c3ccccc3S2(=O)=O)cc1	-0.1	0.0	7	1
O=C(CSc1nc2ccccc2c(=O)n1CCC(=O)NC1CCCCC1)Nc1ccccc1Cl	-0.1	1.5	6	-8
OCCNCCCOc1ccccc1Br	-0.1	0.6	2	6
CN(Cc1ccccc1)C(=O)Cn1c(=O)oc2ccccc21	0.2	0.0	-5	4
CCCc1[nH]n(-c2ccc(F)cc2)c(=O)c1C=NCC1CCNCC1	-0.1	0.9	1	7
CC1CCN(S(=O)(=O)c2cc(C(=O)Nc3ccc(Oc4ccccc4)cc3)ccc2F)CC1	0.1	-0.5	23	18
CN1CCN(C(=O)c2cc3n(n2)C(C(F)(F)F)CC(c2ccccc2)N3)CC1 (configuration not stated)	0.8	1.6	9	21
CCc1nnc(SCC(=O)Nc2cccc(Cl)c2)n1-n1cccc1	1.1	-1.0	2	21
Cc1ncsc1CCC(=O)N1CCc2nnc(C(C)C)n2CC1	0.0	2.8	1	7
COc1cc(C(=O)Nc2ccc(N(C)C(C)=O)cc2)cc(OC)c1OC	0.5	-0.8	5	10
CCOC(=O)c1c(NC(=O)c2ccc(N(C)C)cc2)sc2c1CCC2	0.1	1.6	6	3
O=C(Oc1ccc2c(c1)OCO2)C12CC3CC(CC(C3)C1)C2	-0.1	1.2	6	0
O=C(Cn1c(=O)c2cccn2c2cccnc21)N1CCCC1	-0.2	0.4	-3	-5
Cc1ncc(CO)c2cc(C(=O)Nc3ccccc3)c(=N)oc12	0.0	-0.4	2	0
CCN(CC(=O)Nc1ccc(S(N)(=O)=O)cc1)S(=O)(=O)c1cc(C)ccc1OC	0.2	0.3	12	6
O=C(NCCO)c1cccc2c1-c1ccc(I)cc1C2	0.0	0.3	7	6
CCOC(=O)CN1C(c2ccc(Cl)cc2)Nc2ccc(Br)cc2C1c1ccccc1 (configuration not stated)	0.3	-0.5	12	12
CC1(C)CC(=O)C(CCC(=O)c2ccccc2)C(C)(C)N1 (configuration not stated)	0.1	1.0	0	2

# Reformatted field by field: 4 of the compounds above
Structure: CC1CCN(c2ncnc3c2sc2nc(N4CCOCC4)c4c(c23)CCCC4)CC1
  FBW7 act = 0.0
  GPR151 ag = -0.3
  TEAD-YAP block = -5
  MITF inh = -3
Structure: O=C(c1cc(S(=O)(=O)N2CCOCC2)ccc1F)N1CCOCC1
  FBW7 act = 0.0
  GPR151 ag = 0.3
  TEAD-YAP block = -8
  MITF inh = -17
Structure: Cc1c(C=O)c2ccccc2n1CC(=O)N(C)c1ccccc1
  FBW7 act = -0.2
  GPR151 ag = 0.3
  TEAD-YAP block = 14
  MITF inh = -12
Structure: COCCCNCCOCCOc1ccc(C)cc1[N+](=O)[O-]
  FBW7 act = -0.1
  GPR151 ag = -0.2
  TEAD-YAP block = 6
  MITF inh = 30

# Of the compounds above, 4 contain fluorine.
SMILES	FBW7 act	GPR151 ag	TEAD-YAP block	MITF inh
O=C(c1cc(S(=O)(=O)N2CCOCC2)ccc1F)N1CCOCC1	0.0	0.3	-8	-17
CCCc1[nH]n(-c2ccc(F)cc2)c(=O)c1C=NCC1CCNCC1	-0.1	0.9	1	7
CC1CCN(S(=O)(=O)c2cc(C(=O)Nc3ccc(Oc4ccccc4)cc3)ccc2F)CC1	0.1	-0.5	23	18
CN1CCN(C(=O)c2cc3n(n2)C(C(F)(F)F)CC(c2ccccc2)N3)CC1 (configuration not stated)	0.8	1.6	9	21

# More entries:
SMILES	FBW7 act	GPR151 ag	TEAD-YAP block	MITF inh
Cc1cccc(-c2nnc(NC(=O)c3ccccc3F)s2)c1	1.9*	-0.1	-64	14
COc1ccc(/C=C/C(=O)N(Cc2ccccc2)C(C)C)cc1OC	0.1	-0.2	-16	5
Cc1cc(O)c(C(C)C)cc1NC(=O)c1cccc([N+](=O)[O-])c1	-0.4	0.0	-1	3
Cc1ccc(NC(=O)c2c(-c3c(F)cccc3Cl)noc2C)cc1	0.1	2.0	-1	5
COc1cc(/C=C2\C(=O)NC(=O)N(C)C2=O)cc(OC)c1O	-0.5	2.0	7	12
CC1(C)N=C(N)NC(Nc2ccc(Br)cc2)=N1	0.1	0.6	-2	-1
CCOC(=O)CSc1ccc(C(=O)NC2CCCCCC2)cc1[N+](=O)[O-]	-0.1	0.6	-9	7
COc1ccc2c(=O)cc(-c3ccc4c(c3)OCCO4)oc2c1	0.2	-0.2	-18	8
COc1ccc(/C=C/C(=O)NNC(=O)COc2ccc([N+](=O)[O-])cc2)cc1	0.0	1.4	13	14
NNC(=O)C1CC(O)CN1S(=O)(=O)c1ccc(Cl)cc1 (configuration not stated)	0.0	-0.4	2	3
CC(=O)N1CCN(C(=S)c2ccc([N+](=O)[O-])cc2)CC1	0.0	-0.8	-10	0
c1ccc(CNc2nc(-c3cccnc3)nc3sc4c(c23)CCCC4)nc1	0.2	-0.8	-20	11
COc1ccc(-c2cnc3ccc(NCc4cccc(Cl)c4)nn23)cn1	0.3	-1.3	-9	19
CCOC(=O)Nc1ccc2c(CSc3nc(C)cs3)cc(=O)oc2c1	0.0	-2.1	-3	-11
CC(=O)OCC1=C(C(=O)O)N2C(=O)C(NC(=O)Cc3cccs3)C2SC1 (configuration not stated)	-0.1	2.7	2	-1
O=c1[nH]c(CCl)nc2sc(-c3ccccc3)cc12	0.0	-2.4	33*	5
CCOC(=O)c1c(N)n(-c2ccccc2O)c2nc3ccccc3nc12	0.7	1.1	-11	7
O=C(NCCC1=CCCCC1)c1cc(Sc2ccc(F)cc2)nc2ccccc12	-0.1	0.9	-10	4
O=C(NC1CCCCC1)[C@@H]1C=CCN1S(=O)(=O)c1cccc2ccccc12	-0.1	1.3	-1	-6
CCOc1ccccc1N/C(=N/c1nc(C)cc(C)n1)NC(=O)c1ccccc1	-0.1&0.0	0.9&0.2	-8&6	6&-9
Cc1ccc(Nc2c(-c3ccccc3)c(=O)c2=O)c(C)c1	-0.1	2.9	-14	0
Cc1ccc(NC(=O)C2CCN(C(=O)N3CC(C)Oc4ccc(Cl)cc43)CC2)cc1 (configuration not stated)	-0.1	-0.3	-6	-6
CN1CCC(N(C(=O)Cc2ccc(S(C)(=O)=O)cc2)C2CC2)CC1	0.0	0.6	8	2
CCOc1cc(C(=O)N2CCc3cc(OC)c(OC)cc3C2COc2ccccc2OC)cc(OCC)c1OCC (configuration not stated)	0.1	-0.8	0	-12
C/C(=N\Nc1ccc([N+](=O)[O-])cc1)c1ccc2ccccc2c1O	-0.1	0.3	4	-3
CCC(=O)O/C(C#N)=N\Nc1nc2c([nH]1)c(=O)n(C)c(=O)n2C	-0.1	0.0	11	18
Cc1ccc2[nH]c3c(c2c1)CCCC3C#N (configuration not stated)	-0.1	0.9	9	-1
c1ccc(CNc2nc3nonc3nc2N2CCCCCC2)nc1	0.1	-0.2	-11	3
C=CCn1cc(C(=O)NC2CCCCC2)c(=O)c2cc(S(=O)(=O)N(CC)CC)ccc21	0.0	0.7	2	17
CCOC(=O)C1=NN(C(C)=O)C2C(=O)N(c3ccc(C)cc3C)C(=O)C12 (configuration not stated)	0.0	1.3	0	-3
COc1ccc(C2CC(=O)C3=C(C2)NC(C)=C(C(=O)OCc2ccccc2)C3c2ccncc2)cc1 (configuration not stated)	0.3	-1.2	3	-2
COC(=O)C1=C(NC(=O)c2cccc(OC)c2)CCS1	0.1	-1.5	9	8
O=C(Nc1ccccc1C(F)(F)F)c1cc(S(=O)(=O)NCc2ccco2)ccc1F	-0.1	-1.2	-9	6
CCCSc1nc(N2CCCCC2)c2c(c1C#N)CCCC2	0.0	0.0	-4	66*
CCOC(=O)C(NS(=O)(=O)c1ccc2c(c1)C(=O)c1ccccc1-2)C(OC(=O)CC)c1ccccc1 (configuration not stated)	0.1	-0.7	-12	17
O=C(NC(=S)NCC1CCCO1)c1ccc(F)cc1 (configuration not stated)	-0.2	0.7	-19	-2
Cc1cc(C)n2nc(SC3CCOC3=O)nc2n1 (configuration not stated)	-0.1	-0.6	7	-3
COC(=O)c1ccc(NC(=O)C2CC(=O)N(CCc3ccccc3)C(=Nc3cccc(Cl)c3)S2)cc1 (configuration not stated)	0.2	0.2	1	13
O=C(Nc1ccc(-c2ccccc2)cc1)c1cccc(C(=O)Nc2ccc(-c3ccccc3)cc2)c1	-0.1	0.3	-7	-3
Oc1ccccc1-c1nc2c3c4c(sc3ncn2n1)CCCCC4	-0.1	-0.1	10	4
COc1ccc(Cl)cc1-n1c(N)c(C(N)=O)sc1=S	0.0	-0.3	1	3
COc1cc(C2NC(C(=O)O)Cc3[nH]cnc32)cc(Br)c1OCc1ccccn1 (configuration not stated)	-0.2	-0.7	-1	8
CCN1CCN(C(CC(C)C)c2nnnn2Cc2ccc(F)cc2)CC1 (configuration not stated)	0.0	-1.3	53*	-5
CC(=O)Oc1ccc(/C=C2/N=C(c3cccc4ccccc34)OC2=O)cc1OC(C)=O	-0.1	1.6	-9	-13
O=C(CNC(=S)N(Cc1ccccc1)Cc1cccs1)NCCc1ccc(Cl)cc1	0.0	0.0	0	3
O=S(=O)(Nc1ncccn1)c1ccc(NC(=S)NCc2cccnc2)cc1	-0.1	-0.3	-3	-23
Cc1cc(C)n2nc(SCC(C)C)nc2n1	0.1	1.9	-21	7
CCOC(=O)N1CCN(C(=O)C2=C(C)C(=O)OC23CCCCC3)CC1	0.0	-0.4	-4	22
CC(C)NCC(O)COc1ccc(-c2ccccc2)cc1 (configuration not stated)	-0.1	-0.8	27	-1
Nc1ncc(-c2cccc(OC(F)(F)F)c2)nc1NCCCN1CCOCC1	0.2	2.6	9	12

# Continued.
SMILES	FBW7 act	GPR151 ag	TEAD-YAP block	MITF inh
O=C(N=c1scc(-c2ccccc2)n1-c1ccccc1)c1ccco1	0.1	-0.3	1	-2
Cc1cc(C)n(CCNC(=O)c2ccc(OCc3ccc4ccccc4n3)cc2)n1	0.0	2.4	12	3
CCCCN(CC)S(=O)(=O)c1ccc(F)c(C(=O)Nc2ccc(Cl)cc2)c1	0.0	0.4	-3	6
CCN1CCCC1CNC(=O)Cn1cnc2sc(C)c(S(=O)(=O)N3CCOCC3)c2c1=O (configuration not stated)	0.0	1.0	-7	6
COc1ccc(C(C)=O)cc1COC(=O)c1n[nH]c(=O)c2ccccc12	0.1	-0.4	5	0
CC(C)CC(Nc1ncnc2scc(-c3ccccc3)c12)C(=O)O (configuration not stated)	0.1	4.2	2	6
CCC(C)(C)NC(=O)c1ccc(C)c(C)c1	0.0	2.3	-9	13
COc1ccc([N+](=O)[O-])cc1NC(=O)C1CCC(=O)N1S(=O)(=O)c1ccc(C)cc1 (configuration not stated)	-0.1	2.7	-1	8
Cc1ccc(C)c(NCN2C(=O)C3CCCCC3C2=O)c1 (configuration not stated)	-0.2	0.3	-4	-1
COc1cccc(CNC(=O)CCCn2ncn3c(cc4occc43)c2=O)c1OC	0.2	0.2	-3	15
CCC(=O)N1c2ccccc2NC2=C(C(=O)CCC2)C1c1ccc(F)cc1 (configuration not stated)	0.0	0.4	17	3
CCN(CC)C(=O)C1CCCN(Cc2ccc(F)c(Br)c2)C1 (configuration not stated)	-0.2	0.3	1	27
CCOC(=O)c1ccc(N2C(=O)c3ccc(-c4nc5ccccc5c(=O)o4)cc3C2=O)cc1	0.2	1.6	-4	-7
CC12C=CC(O1)C1C(=O)N(c3ccc([N+](=O)[O-])cc3)C(=O)C12 (configuration not stated)	0.1	0.8	-15	-3
N#CC1=C(N)Oc2n[nH]c(-c3ccncc3)c2C12C(=O)Nc1ccccc12 (configuration not stated)	0.0	-0.7	1	-6
CC(=O)c1cccc(CN2CCC(C(=O)Nc3cccc(-c4ccn[nH]4)c3)CC2)c1	0.0	0.5	9	4
C=CCN1CCN(C(c2ccccc2Cl)c2nnnn2C2CCCC2)CC1 (configuration not stated)	-0.1	-0.3	-2	5
Cc1ncc2c(c1CNC(=O)c1cncs1)CCN(C(=O)c1sccc1Cl)C2	-0.1	0.0	2	-4
Cc1cc(C)nc(N/N=C/c2ccc(N3CCOCC3)s2)n1	-0.4	1.1	22	7
O=C(CSc1nnnn1-c1cccc2ccccc12)N1CCCc2ccccc21	0.1	-0.7	3	5
O=C1NC2(CCCC2)Oc2ccccc21	0.1	1.5	-6	-3
N#Cc1ccc(NC(=O)c2cc(-c3ccc(O)cc3)on2)cc1	2.3*	-0.2	-9	-16
CC1=C(C(=O)OCCc2ccccc2)C(c2ccc(O)c([N+](=O)[O-])c2)NC(=O)N1 (configuration not stated)	0.0	-0.1	6	6
Cc1cccc(NC(=O)CCCn2c(=S)[nH]c3ccsc3c2=O)c1	-0.1	0.5	-1	-13
OC1CCN(Cc2ccc3c(c2)CN(Cc2ccc4ncccc4c2)CCO3)CC1	-0.1	0.8	8	2

# From PubChem
